Assay outcomes (PubChem)
FUS yeast rescue = suppressors of FUS proteinopathy in yeast. 390,000 tested, 0.24% active. Potency, µM (doses to about 76.6 µM), for the others: at the top dose growth rescue (activation), usual class: activators. S. cerevisiae FUS-expressing, growth rescue, OD600, 24 h;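 further: potency means the concentration at half of the fitted maximal effect; plate controls were DMSO vehicle for no effect and reference control for full effect; nearly all actives have a fitted effect of over 55% in size; some results filed as inactive show a strong effect at the top dose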
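Compound concentration series was pinned onto galactose-induced FUS-expressing yeast seeded at OD 0.005. Plates sat 24hr at 30C; absorbance at 600 nm gave growth. DMSO served as background control.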
EPAC2 antagonist = EPAC2 (human) antagonism | EPAC2 GEF exchange of Rap1B-BODIPY-GDP, fluorescence | Q8WZA2 | 360,000 tested, 0.18% active | Potency, µM (titrated, usually from 114 µM), for inactives: at the highest dose activity, negative = inhibition, hits mostly inhibitors; further: potency means the concentration at half of the fitted maximal effect; on the % scale 0 is the no-effect control and ±100 the full control effect; nearly all actives have a fitted effect of over 45% in size; many of its hits are not listed in these tables
Target sequence (Q8WZA2 whole entry, looked up): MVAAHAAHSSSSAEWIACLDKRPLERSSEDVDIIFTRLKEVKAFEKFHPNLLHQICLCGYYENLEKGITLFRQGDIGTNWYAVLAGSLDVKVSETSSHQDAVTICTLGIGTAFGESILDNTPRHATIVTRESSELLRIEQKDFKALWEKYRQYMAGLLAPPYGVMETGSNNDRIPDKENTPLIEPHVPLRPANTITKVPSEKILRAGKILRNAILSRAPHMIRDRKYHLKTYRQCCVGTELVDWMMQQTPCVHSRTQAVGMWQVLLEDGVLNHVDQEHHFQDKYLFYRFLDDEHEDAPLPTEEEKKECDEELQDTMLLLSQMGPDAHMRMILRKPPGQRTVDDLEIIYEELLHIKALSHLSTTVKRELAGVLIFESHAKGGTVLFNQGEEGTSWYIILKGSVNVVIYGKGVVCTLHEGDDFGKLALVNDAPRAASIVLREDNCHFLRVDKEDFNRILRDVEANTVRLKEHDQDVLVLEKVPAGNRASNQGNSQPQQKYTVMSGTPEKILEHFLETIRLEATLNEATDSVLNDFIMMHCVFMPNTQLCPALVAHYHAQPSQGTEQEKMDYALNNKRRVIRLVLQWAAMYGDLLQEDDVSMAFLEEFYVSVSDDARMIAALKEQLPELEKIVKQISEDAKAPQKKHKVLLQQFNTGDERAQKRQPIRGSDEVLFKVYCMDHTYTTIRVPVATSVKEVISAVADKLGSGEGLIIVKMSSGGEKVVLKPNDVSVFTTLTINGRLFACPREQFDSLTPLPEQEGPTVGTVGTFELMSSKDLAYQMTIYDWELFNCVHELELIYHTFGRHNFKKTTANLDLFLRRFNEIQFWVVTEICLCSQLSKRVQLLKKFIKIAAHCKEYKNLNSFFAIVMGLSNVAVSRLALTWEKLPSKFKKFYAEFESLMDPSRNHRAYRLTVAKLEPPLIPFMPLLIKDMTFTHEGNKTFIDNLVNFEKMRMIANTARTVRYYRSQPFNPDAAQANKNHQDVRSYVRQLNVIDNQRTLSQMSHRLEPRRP
TDP-43 yeast inh = TDP-43 toxicity inhibition in yeast; TDP-43 expressing yeast growth rescue, BacTiter-Glo, 24 h; Potency, µM (top dose mostly 46.1 µM), inactives show top-dose growth rescue (activation), actives largely listed as activators; 410,000 tested, 1.8% active; further: potency means the concentration at half of the fitted maximal effect; % of control where 0% means no effect; nearly all actives have a fitted effect of over 50% in size
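Luminescence from BacTiter-Glo reports growth of TDP-43-expressing yeast after 24 hr at 30 deg C with compound. Cells were raffinose-pregrown to mid-log, then seeded in galactose medium at OD600=0.02.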
EPAC2 ag = agonists of human EPAC2 (RAPGEF4); Q8WZA2; EPAC2 activation, biochemical qHTS; response scale: 100% = 6.5 mM cAMP response; Potency, µM (series often up to 154 µM), for inactives: at the top dose activation, actives largely listed as activators; 360,000 tested, 0.079% active; further: potency means the concentration at half of the fitted maximal effect; nearly all actives have a fitted effect of over 50% in size
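Readout is BODIPY fluorescence (480 nm excitation, 540 nm emission), which falls as labeled GDP is exchanged off Rap1B. EPAC2 at 100 nM acted on 250 nM RAP1B-BODIPY-GDP with 50 uM GDP present.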
D3 antag = D3 dopamine receptor (human) antagonism; D3R cells, DiscoveRx beta-arrestin luminescence, antagonist mode; stronger effect = lower value; max response, negative = inhibition, %; 360,000 tested, 2.5% active; in the data active means max response below about -50%; inconclusive means no clear call, values can overlap the other calls; further: on the % scale 0 is the no-effect control and ±100 the full control effect; mostly tested at two doses, the higher about 12 µM
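Cells expressing the human receptor were seeded at 1500 cells/well, incubated overnight at 37 degrees C in 5% CO2, then exposed to library compounds with dopamine controls for 90 minutes at 37 degrees C before luminescent detection.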
D3 ag = activates the human D3 dopamine receptor | P35462 | D3R DiscoveRx beta-arrestin cells, luminescence, 90 min | max activation, % | 410,000 tested, 0.58% active; in the data active means max activation above about 30%; further: 0% is about no effect; mostly tested at two doses, the higher about 12 µM
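Agonist mode: compounds and dopamine controls were applied to plated cells for 90 min at 37 degrees C after an overnight attachment at 1500 cells/well. Luminescent read-out followed 30 - 60 minutes at room temperature with DiscoveRx detection reagent.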
aSyn rescue = rescues yeast growth from alpha-synuclein toxicity. Yeast expressing alpha-synuclein, growth rescue, BacTiter-Glo, 24 h. Potency, µM (top dose mostly 46.1 µM), inactives show at the highest dose growth rescue (activation), usual class: activators. AID 652106. 370,000 tested, 0.14% active; further: potency means the concentration at half of the fitted maximal effect; % of control where 0% means no effect; nearly all actives have a fitted effect of over 65% in size
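Rescue of yeast growth: cells expressing toxic alpha-synuclein, induced in galactose at OD600 0.02, incubated with compound 24 h at 30 C. ATP luminescence quantified growth; inhibitors of toxicity appear as activators.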
Abeta yeast res = compounds reversing amyloid beta toxicity in yeast. yeast expressing A-beta42, growth rescue, OD600, 48 h; response scale: 0% DMSO, 100% iron-clioquinol control. Potency, µM (highest dose often 46.1 µM), inactives show at the top dose growth rescue, hits mostly activators. 410,000 tested, 0.063% active. AID 1347071; further: potency means the concentration at half of the fitted maximal effect; nearly all actives have a fitted effect of over 55% in size
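Yeast A-beta toxicity model in growth medium with pinned compounds, 48 h at 30 C; growth read as absorbance at 600 nm. Normalized to FeCl3/clioquinol equimolar mix (positive) and DMSO (negative).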
Numbers without * were called inactive; ? = inconclusive; · = no result given; & = joins results of further samples; [ ] = another dose, or the depositor's remark. Unless noted, the call rests on the fitted dose curve; in most records, active means well fitted curve in the direction sought with a large enough effect; inconclusive means small, poorly fitted or top-dose-only effect, or another doubt; inactive means no such curve, though single readings can be large; an effect the other way counts as inactive or inconclusive. This is a subset, so the mix of outcomes need not match the whole.

SMILES	FUS yeast rescue	EPAC2 antagonist	TDP-43 yeast inh	EPAC2 ag	D3 antag	D3 ag	aSyn rescue	Abeta yeast res
C[C@]12CCC3[C@@H](CC[C@@H]4C[C@H](O)CC[C@]34C)[C@@H]1CCC2=O (stereo not given in full)	-3%	-15%	?	2%	20	1	3%	-24%
O=C(COC(=O)c1cccc(O)c1)Nc1ccc(Cl)cc1C(=O)c1ccccc1	-31%	?	14%	15%	13	1	12%	3%
CCOC(=O)c1cccc(C2=C(CNC(=O)c3nccs3)[C@H]3CC[C@@H](C2)N3Cc2ccccc2)c1	10%	-1%	0%	14%	-57*	-17	1%	5%
COc1ccc(CCNCc2cccc(C(F)(F)F)c2)cc1OC	-29%	-4%	-10%	5%	?	-2	6%	8%
COC(=O)C1=C(c2ccc(-c3ccccc3)c(F)c2)C[C@@H]2CC[C@H]1N2C(=O)NCc1cccc2ccccc12	?	-13%	-9%	3%	?	-19	?	-4%
Cc1ccc2nc(Cl)c(-c3ccccc3)cc2c1	7%	-22%	?	7%	2	18	-10%	-1%
CCCCCCC(=O)c1c(O)n(-c2ccc(OC)cc2)c(=O)[nH]c1=O (tested in a mixture with another compound)	40%	-3%	-8%	-14%	-11	4	-69%[inhibitor]	-71%[inhibitor]
CN1CC[C@]23c4c5ccc(O)c4OC2[C@H](O)C=CC3[C@H]1C5 (stereo not given in full)	-30%	9%	22%	10%	-12	17	8%	-16%
Cc1nnc(NC(=O)c2cccn(Cc3cccc(F)c3)c2=O)s1	-1%	·	21%	·	·	-1	·	-15%
O=C(Cn1nc(-c2ccc(Cl)cc2)ccc1=O)N1CCC2(CC1)OCCO2	8%	-4%	-5%	-4%	-4	2	0%	1%
Cc1nnc(NC(=O)c2cccn(Cc3cccc([N+](=O)[O-])c3)c2=O)s1	0%	·	-15%	·	·	-14	·	-32%[inhibitor]
Cc1cccc(C(O)(C(=O)NNC(=O)CN2CCN(C)CC2)c2cccc(C)c2)c1	·	2%	12%	-3%	-9	3	-1%	0%
CC(C)C[C@H]1CN([C@@H](CC(C)C)CN2CCCC2CN2C(=S)NC[C@@H]2Cc2ccc(O)cc2)C(=S)N1CC1CCCCCC1 (stereo not given in full)	?	-9%	?	1%	7	12	1%	6%
Cc1cc(Cl)ccc1OCCCC(=O)NCc1cccs1	·	?	25%	4%	6	5	9%	18%
CCCCn1c(O)c(C=NCCN2CCCCC2)c(=O)[nH]c1=O	-9%	?	5%	-20%	7	-3	1%	23%
Cc1ccc(CN2CCC3CCC(C3)C2)c(O)c1 (stereo not given)	3%	-3%	20%	2%	-13	-5	8%	-4%
COCCn1cc(C(=O)N2CCC3(CC2)OCCO3)c2c3ccccc3n(C)c2c1=O	-1%	3%	-10%	0%	18	23	4%	7%
CC(C)CC12CN3CCN(CC(C3)/C1=N/O)C2	-5%	8%	16%	-2%	8	3	?	1%
CN1CCN(c2ccc(F)cc2N)CC1	12%	2%	-15%	7%	1	-9	-9%	-7%
NC(=O)CN1C2CCC1CC(NC(=O)C1CC1)C2 (stereo not given)	-38%	-2%	-3%	4%	3	-2	-6%	3%

Part of the list above in order of count of non-hydrogen atoms, high to low.
SMILES	FUS yeast rescue	EPAC2 antagonist	TDP-43 yeast inh	EPAC2 ag	D3 antag	D3 ag	aSyn rescue	Abeta yeast res
COC(=O)C1=C(c2ccc(-c3ccccc3)c(F)c2)C[C@@H]2CC[C@H]1N2C(=O)NCc1cccc2ccccc12	?	-13%	-9%	3%	?	-19	?	-4%
O=C(COC(=O)c1cccc(O)c1)Nc1ccc(Cl)cc1C(=O)c1ccccc1	-31%	?	14%	15%	13	1	12%	3%
Cc1ccc(CN2CCC3CCC(C3)C2)c(O)c1 (stereo not given)	3%	-3%	20%	2%	-13	-5	8%	-4%

More structures.
SMILES	FUS yeast rescue	EPAC2 antagonist	TDP-43 yeast inh	EPAC2 ag	D3 antag	D3 ag	aSyn rescue	Abeta yeast res
CN(C)C(=O)Oc1ccc2c(c1)O/C(=C\c1cccc(Cl)c1)C2=O	-7%	-1%	-1%	5%	-10	5	-2%	7%
COCCCN=Cc1c(O)[nH]c(=S)[nH]c1=O	-12%	8%	-7%	3%	10	1	-4%	-8%
Cc1cc(C)nc(NC2=NCCS2)n1	-11%	1%	7%	3%	5	3	-3%	4%
CSCCC(c1nnnn1C1CCCCC1)N1CCC(n2c(=O)[nH]c3ccccc32)CC1 (stereo not given)	44%	?	15%	11%	11	6	-4%	-3%
CN1C(=O)N(C)C(=O)C2(Cc3cc([N+](=O)[O-])ccc3N(C)C2c2ccccc2)C1=O (stereo not given)	-7%	?	-10%	11%	0	-5	-8%	-13%
Clc1cccc(N2CCNCC2)c1	-34%	-6%	12%	6%	-76*	-76&-15	-2%	0%
Cc1cc(C(=O)OCC(=O)Nc2ccc(F)cc2)c(C)n1C1CC1	·	-1%	35µM*	-2%	45	4	29%	-9%
N#Cc1ccc(NC(=O)CN2CCCC2)cc1Cl	30%	4%	-23%	16%	-25	-5	-2%	-10%
O=[N+]([O-])[N-][n+]1cnn(Cc2ccccc2)c1	-37%	-1%	9%	5%	-13	2	4%	22%
COc1ccc(CC2C(=O)NC(=O)N(c3ccccc3)C2=O)c(OC)c1 (stereo not given)	6%	-1%	-3%	7%	6	0	1%	14%
Cc1nn(Cc2ccccc2)c(C)c1C(=O)NCc1ccccc1	2%	5%	24%	2%	-23	-7	0%	-1%
C=CCn1c(O)c(C(C)=Nc2cccc(C(=O)O)c2)c(=O)[nH]c1=O	20%	11%	-17%	6%	-24	0	7%	-10%
O=C(Cc1ccccc1)N1CCN(Cc2cccnc2)CC1	13%	-1%	-9%	-4%	?	-3	0%	-4%
CC(C)(C)c1ccc(C(=O)Nc2ccc3nc(SCC(=O)N4CCCC4)sc3c2)cc1	?	·	?	·	·	4	·	-28%
COC(=O)C(O)(c1ccc(N(C)C(=O)OC(C)C)cc1)C(F)(F)F (stereo not given)	?	-15%	-17%	-17%	16	-1	-8%	-18%
CC12C=CC(=O)C=C1CCC1C2C(=O)CC2(C)C(=O)CCC12 (stereo not given)	·	-2%	-5%	13%	-8	-9	-2%	9%
O=C(CF)NC(NC(=S)Nc1cccc([N+](=O)[O-])c1)C(Cl)(Cl)Cl (stereo not given)	11%	-11%	10%	4%	-10	-3	-1%	1%
O=C(c1ccc(-c2ccccc2)c(F)c1)C1CCCN(CCO)C1 (stereo not given)	-4%	-3%	-17%[9.22 µM]	-5%	-3	-4	6%	-16%
Cc1cc(C)cc(-n2c(/C=C/c3cccc(F)c3)nc3ccccc3c2=O)c1	?	·	26%	·	·	4	·	-7%
O=C(CCN1C(=O)COc2ccccc21)N1CCC2(CC1)OCCO2	4%	9%	-12%	5%	9	13	2%	11%
CCSc1nnc([C@@H](N)Cc2ccccc2)o1	14%	4%	-12%	3%	17	6	5%	-7%
COc1cccc(C2(O)CCN(CC(=O)Nc3nc(C)cs3)CC2)c1	13%	-13%	-1%	15%	-20	-5	1%	-3%
CC1CCN(C(=O)c2ccc(N3CC4CC(C3)c3cccc(=O)n3C4)c([N+](=O)[O-])c2)CC1 (stereo not given)	·	0%	11%	-7%	-5	-3	8%	9%
Oc1ccc(Cl)c(Cl)c1Cl	-33%	-16%	0%	7%	29	15	7%	8%
CCN(CC)CCNCC(=O)Nc1ccc(Cl)cc1C(=O)c1ccccc1	15%	-2%	-4%	4%	-56*	1	-3%	8%
COc1cccc(C)c1NC1=NCCO1	-20%	-9%	17%	-9%	-1	1	1%	4%
O=c1[nH]c(=S)[nH]c(O)c1N=Nc1ccc(SC(F)F)cc1	3%	-2%	-18%	7%	-24	-4	-2%	-1%
O=C1NC(=S)N(c2ccc(Cl)cc2)C(=O)/C1=C/N1CCN(C(=O)c2ccco2)CC1	38%	22%	-8%	6%	5	5	-3%	6%
C/C(=N\N=C(N)N)c1ccccc1	-15%	5%	6%	-3%	-17	-24	4%	-2%
C/C=C1/C[N+]2(C)CCC34C(=C(C=O)[C@H]1C[C@@H]32)Nc1ccccc14 (stereo not given in full)	-9%	1%	30%	-3%	19	6	0%	-25%

As entered above.
TDP-43 yeast inh, `COc1cccc(C2(O)CCN(CC(=O)Nc3nc(C)cs3)CC2)c1` → -1%
aSyn rescue, `C/C(=N\N=C(N)N)c1ccccc1` → 4%

Additional structures follow.
SMILES	FUS yeast rescue	EPAC2 antagonist	TDP-43 yeast inh	EPAC2 ag	D3 antag	D3 ag	aSyn rescue	Abeta yeast res
Cc1ccc(C2N(c3ccccn3)C(=O)C3CCCN32)o1 (stereo not given)	5%	2%	6%	4%	3	3	0%	-3%
Cc1cc(=O)oc2cc3c(cc12)CCCN3	-21%	12%	-14%	-4%	16	-5	9%	-7%
COc1ccc(-c2nc3ccccc3c(=O)n2-c2ccc(OC)cc2)cc1	22%	?	21%	6%	-8	-8	-27%	-15%
COc1ccc(N2CC2c2ccncc2)cc1 (stereo not given)	6%	-1%	-6%[0.397 µM]	3%	-5	-5	1%	9%
COC(=O)C1=C(c2ccc(F)cc2OCc2ccccc2)C[C@@H]2CC[C@H]1N2C(=O)NCCO	17%	-1%	15%	0%	-6	-12	0%	2%
CC(C)OC1CCCC(O)C1CC(=O)O (stereo not given)	-26%	2%	3%	5%	5	6	-1%	7%
CCCCCn1cc(C(=O)C(=O)N2CCOCC2)c2ccccc21	7%	-7%	11%	1%	5	10	1%	7%
CC(C)(C)C(=O)O[C@H]1CC[C@@]2(C)C(=CC(=O)C3C2CC[C@]2(C)C(=O)[C@@H](F)CC32)C1 (stereo not given in full)	14%	-4%	6%	-7%	30	6	10%	3%
Cc1cccc(C)c1-n1nnnc1C(C1CC1)N1CCC(n2c(=O)[nH]c3ccccc32)CC1 (stereo not given)	-12%	-22%	20%	4%	41	-1	-1%	-6%
C=CCn1c(O)c(C(CC)=Nc2cc(OC)ccc2OC)c(=O)[nH]c1=O	37%	5%	23%	-22%	10	1	-15%	-4%
O=C(O)C1CN2CCC1CC2 (stereo not given)	12%	5%	0%	3%	7	0	2%	21%
O=[N+]([O-])NC1=NCCN1Cc1ccc(Cl)nc1	-49%	5%	0%	1%	3	-3	0%	-15%
Cc1c(C(c2ccc(O)cc2)c2c(O)c3ccccc3oc2=O)c(=O)n(-c2ccccc2)n1C (stereo not given)	?	9%	13%&2%	1%	-25	-4&-14	-2%	-8%&-2%
